E-sel TNF inh = blocks E-selectin expression induced by TNF alpha. HUVEC TNFa-induced E-selectin immunofluorescence, high content. inhibition, % at 2 µM. 120,000 tested, 0.71% active;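 active means inhibition above the batch mean plus 3 SD, and confirmed as a hit on visual image review, cut at about 43% in these data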;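 further: 0% = TNF-stimulated DMSO wells and 100% = unstimulated control wells; not every result past the cut was called active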
Starred values were filed as active, the others as inactive. A portion of the library; rates above refer to the full screens.

SMILES	E-sel TNF inh
Cc1onc(-c2ccccc2)c1C(=O)N1CCN(Cc2ccc3c(c2)OCO3)CC1	-14
O=C(c1cn(-c2ccccc2)nc1-c1cccc([N+](=O)[O-])c1)N1CCCCC1	22
CC(C)NC(=O)NC(=O)CN1C(=O)NC(Cc2c[nH]c3ccccc23)C1=O (configuration not stated)	-10
Cc1c(Cl)cnn1CC(=O)NC1C(=O)N2C(C(=O)O)=C(CSc3nnnn3C)CSC12 (configuration not stated)	3
Cn1c(NC(=O)c2ccc(Cl)cc2)cc(=O)n(C)c1=O	-19
O=C(c1ccc2c3c(cccc13)CC2)C1CCCN(Cc2ccncc2)C1 (configuration not stated)	-3
O=c1cc(NCc2ccccc2)nc2ccccn12	10
CN(C)CCCN(C(=O)CCOc1ccccc1)c1nc2ccc(F)cc2s1	0
N#Cc1ccc2c(c1)nc1ccccn12	-5
O=C(NCc1cccc(CNC(=O)C(=O)NCC2CCCO2)c1)C(=O)NCC1CCCO1 (configuration not stated)	8
CC(C)COC(=O)c1ccccc1OC(=O)c1ccncc1	-21
COc1ccccc1-c1csc(NC(=O)c2ccc(N3C(=O)CCC3=O)cc2)n1	-46
CC(C)(C)NC(=O)c1cccnc1Sc1ccccc1	-40
Cc1cc(C)nc(/N=C2\NC(=O)CC(C(=O)O)N2c2ccc(C)c(C)c2)n1 (configuration not stated)	1
O=C(NCc1nc2ccccc2[nH]1)c1ccc(S(=O)(=O)N2CCCC2)cc1	-31
Cn1c(C(=O)N2CCCC(C(=O)c3ccc(C(F)(F)F)cc3)C2)cc(=O)n(C)c1=O (configuration not stated)	-19
COc1ccc(N(C(=O)CNC(=O)c2cccs2)C(C(=O)NCC2CCCO2)c2ccccc2)cc1OC (configuration not stated)	5
O=C1CCC/C(=N\NC(=O)c2ccc(COc3ccccc3-c3ccccc3)cc2)C1	-6
CCC(CC)C(=O)N1CCN(Cc2nc3ccccc3c(=O)[nH]2)CC1	12
COc1cc(NC(=O)C2CC2)c(OC)cc1NC(=O)CCC(=O)NC1CCN(Cc2ccccc2)CC1	-2
O=C(O)c1ccccc1-c1nc2ccccc2[nH]1	-46
CN(C)c1nc(NCc2ccccc2)nc(N/N=C/c2ccccc2F)n1	-12
CCN=C(NS(=O)(=O)c1ccc(Br)cc1)c1ccc(Cl)cc1	-11
CC(=O)Nc1ccc(SCC(=O)N(C)C2CCS(=O)(=O)C2)cc1 (configuration not stated)	-15
CCN(CC)S(=O)(=O)c1ccc2[nH]c(=O)cc(C(=O)Nc3cccc(C(C)=O)c3)c2c1	68*

Shown bar-delimited: part of the list above.
compound | E-sel TNF inh
O=C(c1ccc2c3c(cccc13)CC2)C1CCCN(Cc2ccncc2)C1 (configuration not stated) | -3
O=c1cc(NCc2ccccc2)nc2ccccn12 | 10
CN(C)CCCN(C(=O)CCOc1ccccc1)c1nc2ccc(F)cc2s1 | 0
N#Cc1ccc2c(c1)nc1ccccn12 | -5

More compounds.
SMILES	E-sel TNF inh
Cc1ccnc2nc(C(=O)OCC(=O)Nc3ccccc3C(C)(C)C)nn12	-18
COc1cnn(-c2ccc(F)cc2)c(=O)c1Br	29
Nc1nnc(SCc2nnc(-c3ccccc3)o2)s1	-39
COc1cccc(NC(=O)CN(C)CC(=O)Nc2ccc(Cl)cc2[N+](=O)[O-])c1	-18
COc1ccc(NC(=S)N(CCCN2CCOCC2)C(C)c2cc3ccccc3o2)cc1 (configuration not stated)	7
O=C(NCc1ccccc1)c1cc(S(=O)(=O)N2CCCCC2)ccc1N1CCOCC1	-2
COc1cc(NC(=S)N2CCN(CCO)CC2)c(OC)cc1Cl	-33
O=C(NC1=NCCS1)c1ccc(Cl)c(S(=O)(=O)N2CCCC2)c1	16
CC(C)N(CCn1c(SCC(=O)N2CC(=O)Nc3ccccc32)nc2ccccc2c1=O)C(C)C	-17
CCOC(=O)CN(C(=O)CNC(=O)c1cccs1)C(C(=O)NC1CCCC1)c1ccncc1 (configuration not stated)	-18
Cc1nc2ccccn2c1C(=O)C(=O)Nc1cc(F)ccc1F	-2
O=C(Nc1ccc2c(c1)OCO2)N1CCN(c2ccc(F)cc2)CC1	-17
Fc1ccc(Nc2nc(N/N=C/c3ccco3)nc(N3CCCCC3)n2)cc1	0
CC1=CN2C(=NC(=O)CC2(C)C(=O)N(CC(=O)NC2CCCC2)c2cc(C)cc(C)c2)C=C1 (configuration not stated)	0
CCOC(=O)Cn1nc(C)n(-c2c(C)cccc2C)c1=O	13
COc1ccc(NC(=O)c2[nH]ncc2[N+](=O)[O-])cc1	-18
COc1ccc(N/C=C2/Sc3ccccc3NC2=O)cc1	38
COc1cc2nc(=S)n(CCCN3CCOCC3)c(N)c2cc1OC	-13
Cc1ccc(Oc2ncnc(N)c2[N+](=O)[O-])cc1	-17
CCCN(CCC)CCCNC(=O)C1c2cc(OC)c(OC)cc2C(=O)N(C)C1c1cccnc1 (configuration not stated)	0
Cc1nnc(SCC(=O)Nc2c(C)n(C)n(-c3ccccc3)c2=O)n1Cc1ccccc1	-7
CCN1C(=O)C(CC(=O)Nc2ccc(F)cc2)N(CCCN2CCN(c3ccc(F)cc3)CC2)C1=S (configuration not stated)	-6
S=c1[nH]nc(-c2ccc3ncccc3c2)n1-c1ccc2c(c1)OCCO2	23
NS(=O)(=O)c1ccc(CCNC(=O)CSc2cccs2)cc1	-15
CCc1ccc(NC(=O)COc2ccc(Br)cn2)cc1	36

Further entries
SMILES	E-sel TNF inh
CCNC(=O)NCc1c(C)c(C)n(Cc2ccccc2)c1-n1cccc1	-35
Cc1cc2sc3ccccc3c(=O)c2c(C)c1O	-1
CSCCC(NS(=O)(=O)c1ccc(Cl)cc1)C(=O)O (configuration not stated)	-35
COC(=O)c1cnc(SCc2ccc(C)cc2)n1C	69*
CN(C)C(CNc1ncnc2sccc12)c1cccs1 (configuration not stated)	3
O=C(NCCCN1CCCC1)c1ccc(Cn2c(=S)[nH]c3ccc(Br)cc3c2=O)cc1	13
O=C(NCC1CCCO1)c1cccc(NC(=O)c2cccs2)c1 (configuration not stated)	49
O=C(COc1ccccc1Cl)c1ccc[nH]1	-6
Cc1csc(NS(=O)(=O)c2cccc([N+](=O)[O-])c2)n1	-3
C/C(=N\Nc1nc(N)cc(Cl)n1)c1ccc(Cl)c(Cl)c1	15
Cc1cccc(NCC(=O)NNC(=S)Nc2ccccc2)c1	-26
O=c1[nH]c2ccccc2c(O)c1SCCO	17
COc1ccc(C2CC(c3ccccc3)=NN2C(=O)COC(=O)C2(C)CC2(Cl)Cl)cc1 (configuration not stated)	-14
O=C(OCC(=O)N1CCCC1)c1cc(Br)ccc1Cl	10
CCOC(=O)c1[nH]c(C)c(C(=O)N2CCc3c([nH]c4ccccc34)C2c2ccccn2)c1C (configuration not stated)	-5
CCNC(=S)NNC(=O)c1cc(-c2cccnc2)nc2ccccc12	17
Cc1cccc(C)c1NC(=O)NC1(C(=O)NCCN2CCOCC2)CCCCC1	0
CCOC(=O)CNC(=S)N(CCCN1CCCC1)Cc1cccs1	-33
CCN(CC)CCCNC(=O)c1ccc2c(=O)n(Cc3ccc4c(c3)OCO4)c(=S)[nH]c2c1	-10
Cc1ccc2c(c1)c1nnc(SCC(=O)N3CCCc4ccccc43)nc1n2CC(=O)O	9
CC(NC(=O)c1cc(COc2c(F)cccc2F)on1)c1cnn(-c2ccccc2)c1 (configuration not stated)	12
COC(=O)C1=C(C)NC(=S)NC1/C=C/c1ccccc1 (configuration not stated)	-7
O=C(NNC(=S)Nc1ccccc1)c1ccc2ncccc2c1	1
COc1cc(OC)cc(C(=O)N[C@H](C(=O)Nc2nc3ccccc3[nH]2)C(C)C)c1	-3
Cc1c(Br)c([N+](=O)[O-])nn1CC(=O)N1CCN(Cc2ccccc2)CC1	9

Structures above that contain a furan ring, fused or not:
SMILES	E-sel TNF inh
COc1ccc(NC(=S)N(CCCN2CCOCC2)C(C)c2cc3ccccc3o2)cc1 (configuration not stated)	7
Fc1ccc(Nc2nc(N/N=C/c3ccco3)nc(N3CCCCC3)n2)cc1	0

Fetched by compound from the entries so far:
SMILES	E-sel TNF inh
O=c1[nH]c2ccccc2c(O)c1SCCO	17
COC(=O)c1cnc(SCc2ccc(C)cc2)n1C	69*

(more compounds)
SMILES	E-sel TNF inh
CC(=O)Nc1ccc(C(=O)OCC(=O)Nc2ccccc2F)cc1	-21
O=C(Cc1ccccc1)Nc1ccc(NC(=O)C2CCCCC2)nc1	1
Cc1cccc(NC(=O)CCn2cnnn2)c1	0
O=C1c2ccccc2NC(c2cccs2)N1NS(=O)(=O)c1ccccc1 (configuration not stated)	-9
C(#Cc1ccccc1)CN1CCOCC1	17
CCOC(=O)C1=C(CC)Nc2ccccc2N=C1NC(=O)c1oc2ccccc2c1C	-1
CCOC(=O)c1ccc(NC(=O)CSc2ccc(-c3ccncc3)nn2)cc1	-50
O=C(NCCc1ccc(F)cc1)c1n[nH]c2ccccc12	4
Cc1cc(C)nc(SCC(=O)Nc2ccc(S(=O)(=O)Nc3ncccn3)cc2)n1	-21
O=C(NCc1cccs1)C1CC(=O)N(c2ccc(Cl)cc2)C1 (configuration not stated)	-16
CCSc1ccccc1C(=O)N=C1NC(=O)CC2C(=O)NCCN12 (configuration not stated)	6
Cc1cc(Cl)ccc1NC(=O)Cn1cncn1	41
Cc1cc(NC(=S)NC(=O)c2ccco2)c2ccccc2n1	-11
COc1cccc(N2CCN(c3ccc(N4C(=O)CCC4=O)cc3[N+](=O)[O-])CC2)c1	8
Cc1ccc(/C=C/C(=O)NCc2cccs2)o1	-3
COc1ccc(C2C(C(=O)/C=C/c3ccco3)=C(O)C(=O)N2CCN2CCOCC2)cc1 (configuration not stated)	19
Cc1nc(-c2ccc(NS(=O)(=O)c3ccccc3)cc2)cs1	-12
N#Cc1cccc(N=c2ssnc2Cl)c1	-3
COCCNC(=O)C(c1ccc(OC)cc1)N(C(=O)Cn1nnc2ccccc21)c1cccnc1 (configuration not stated)	9
Cc1cc(C(C)(C)C)oc1C(=O)O	7
COc1cc(NS(=O)(=O)c2ccc(NC(=S)NC(=O)/C=C/c3ccc(OC)c(OC)c3)cc2)ncn1	-31
COC(=O)c1ccccc1NC(=O)N1CCN(S(C)(=O)=O)CC1	-4
Cc1cc(Cl)ccc1C(=O)C1CCCN(C(=O)c2ccc3ncccc3c2)C1 (configuration not stated)	-28
CCS(=O)(=O)c1ccc(Sc2nncn2C)c([N+](=O)[O-])c1	18
O=C(Cn1c2[n+](c3ccc(C(F)(F)F)cc31)CCCCC2)c1cccc([N+](=O)[O-])c1	-10

Two entries from above, as labelled records.
mol: CC(=O)Nc1ccc(C(=O)OCC(=O)Nc2ccccc2F)cc1
- E-sel TNF inh: -21

mol: CCS(=O)(=O)c1ccc(Sc2nncn2C)c([N+](=O)[O-])c1
- E-sel TNF inh: 18

Continuation:
SMILES	E-sel TNF inh
COc1cc(Cl)c(C)cc1NC(=O)COC(=O)c1cc[n+]([O-])cc1	6
O=C(CSc1nnc(-c2cccnc2)o1)Nc1ccc(Cl)cc1	2
Cc1ccc(/C=N/N2CCN(c3ccccn3)CC2)cc1	-14
CN(C)CCNC(=O)c1cccc(S(=O)(=O)Nc2ccc(F)cc2)c1	6
O=C(Nc1ccc(-n2cnnn2)cc1)C(c1ccccc1)c1ccccc1	4
CCC(C)NC(=O)COC(=O)c1ccc(Cl)cc1O (configuration not stated)	-29
Cc1cccc(-n2c(Cc3ccccc3)n[nH]c2=S)c1	13
Cc1[nH]c(=O)c(C(=O)c2ccccc2O)cc1C(=O)O	-14
O=C(CCNS(=O)(=O)c1ccc(Br)cc1)NCc1cccs1	15
O=C(COC(=O)c1ccc(O)cc1)Nc1cc(C(F)(F)F)ccc1Cl	-15
CC(C)c1ccccc1NC(=O)COC(=O)C1(C)CC1(Cl)Cl (configuration not stated)	-4
O=[N+]([O-])c1ccc(-c2ccc(S(=O)(=O)NCCN3CCCC3)cc2)cc1	-57
O=C1CC(NN2CCCCC2)C(=O)N1c1ccccc1 (configuration not stated)	-14
N#CCC(=O)NNC(=S)NC(=O)C(c1ccccc1)c1ccccc1	9
CC1(C(=O)NC(=S)N(CCC#N)Cc2cccnc2)CC1(Cl)Cl (configuration not stated)	-8
C=CCSc1nnc(CNC(=O)c2ccccc2C)n1C(C)C	-19
CCOC(=O)c1ccc(NC(=O)NC2CC3CCC(C2)N3C(=S)NC)cc1 (configuration not stated)	-1
CCC(=O)NNc1nc2c(C)cc(C)cc2s1	-40
O=C(Cc1ccccc1[N+](=O)[O-])N1CCc2ccccc2C1	13
CC(=O)Nc1ccc2c(c1)ncn2-c1ccc(C)cc1	-13
O=c1c(-c2ccccc2)coc2cc(O)ccc12	-30
O=C(NCCC1=CCCCC1)Nc1ccc2nsnc2c1	6
CCCNC(=O)Cn1c(-c2ccc(F)cc2)cc(C(=O)OCC)c1C	-8
O=C(COc1cccc(F)c1)Nc1ccc2[nH]c(=O)[nH]c2c1	12
O=C(NCc1cccs1)C(=O)c1c[nH]c2ccccc12	8

Remaining list, next part
SMILES	E-sel TNF inh
O=S(=O)(c1ccccc1)N1CCN(C(=S)NCc2ccccc2)CC1	8
COc1ccc(Oc2ncnc3sccc23)cc1	8
C/C(=N\Nc1ccccn1)c1ccc(C#N)cc1	5
O=C(c1nc2ccccn2c1CNCCCn1nnc2ccccc21)N1CCOCC1	8
O=C1S/C(=C\c2ccc(N3CCOCC3)o2)C(=O)N1c1ccccc1	10
COc1ccc(C2CC(C)(c3ccc(OC)cc3OC)Nc3ccccc3N2)c(OC)c1 (configuration not stated)	2
CC1CN(C(=O)COC(=O)c2ccc(Cl)c(S(=O)(=O)N3CCCCC3)c2)CC(C)O1 (configuration not stated)	-52
O=S(=O)(c1ccc(Cl)c2ccccc12)N1CCCC1	-10
COc1ccc(Cl)cc1NC(=O)CNc1ccccc1N1CCOCC1	1
Cc1nnc(Sc2cc(NCCO)c([N+](=O)[O-])c3nonc23)s1	-4

Source: PubChem BioAssay (Columbia University Molecular Screening Center)
